Screens: PubChem BioAssay, Sanford-Burnham Center for Chemical Genomics
HKDC1 inhibitor – HKDC1 hexokinase inhibitors, primary screen, biochemical, fluorescence, uHTS; Q2TB90; recombinant HKDC1, G6PDH/diaphorase resazurin coupled fluorescence; inhibition, % at 20 µM; actives 0.16% (n = 340,000);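 active = inhibition above about 35% when tested at 20 µM, limit read from the data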;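 note: plate controls were DMSO wells with enzyme for no effect and DMSO wells lacking enzyme for full effect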
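Test system: recombinant HKDC1 (HK5) hexokinase enzyme, produced in-house; Amount: enzyme 5 µg/mL final; Buffer or medium: Tris pH 8.0 buffer with MgCl2, Tween-20, BSA, BME; Reagent: glucose and ATP substrates; Doses: 20 µM test compound, 1% DMSO; Incubation: 90 min reaction incubation at room temperature, dark; Detection: resorufin fluorescence at 613 nm.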
ATG4B inhibitor – ATG4B protease inhibitors, primary screen, biochemical, fluorescence, uHTS | inhibition, % at 8.33 µM | Cysteine protease ATG4B (Homo sapiens), Q9Y4P1 | AID 504462, 2011 | actives 0.51% (n = 340,000) | ATG4B cleavage of LC3-PLA2, NBD-HPC fluorescence, 1 h; in the data active = inhibition above about 40%
Target sequence (Q9Y4P1 whole entry, looked up): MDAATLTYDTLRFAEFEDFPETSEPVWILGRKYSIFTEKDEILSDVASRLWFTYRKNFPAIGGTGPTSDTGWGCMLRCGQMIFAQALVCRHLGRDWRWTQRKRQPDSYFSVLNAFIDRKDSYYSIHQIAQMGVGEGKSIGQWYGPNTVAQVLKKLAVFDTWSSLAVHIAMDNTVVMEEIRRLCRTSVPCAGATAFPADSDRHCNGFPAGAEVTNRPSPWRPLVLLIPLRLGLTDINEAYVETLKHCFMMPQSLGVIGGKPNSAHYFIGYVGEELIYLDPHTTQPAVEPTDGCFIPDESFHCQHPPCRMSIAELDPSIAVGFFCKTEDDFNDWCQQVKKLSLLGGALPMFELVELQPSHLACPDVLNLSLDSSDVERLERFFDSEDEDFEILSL
A3A deaminase – APOBEC3A ssDNA deaminase inhibitors, primary screen, selectivity assay for APOBEC3G inhibitor project, biochemical, FAM/TAMRA oligo cleavage fluorescence. inhibition, % at 20 µM. AID 493011, 2011. recombinant A3A, FAM/TAMRA ssDNA deamination fluorescence. actives 0.41% (n = 330,000);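 active = at least 40% inhibition at 20 µM here, with at most 30% in a related deaminase screen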;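 note: plate controls were A3A with DMSO for no effect and wells lacking A3A enzyme for full effect; some results filed as inactive read as strong as hits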
mIAP activ – activators of mouse IAP, primary screen, biochemical, luminescence, uHTS. activation factor at 10 µM. muIAP, CDP-Star luminescence, 30 min; hits give high values; 1 = vehicle-only enzyme signal, 0 = enzyme-free wells. actives 0.24% (n = 330,000). AID 2805, 2010;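 active = activation factor of at least 2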; note: the source names both 10 and 20 µM as test concentration; values of inactives mirror those of a sister screen read the other way
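Assay system: mouse IAP enzyme / Compound: DMSO-dissolved test compounds / Timing: 30 min, room temperature / Measured by: luminescence from enzymatic CDP-Star hydrolysis / Control set: DMSO-only wells, enzyme-free buffer wells as negative control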
mIAP block – inhibitors of mouse IAP, primary screen, biochemical, luminescence, uHTS; intestinal alkaline phosphatase [Mus musculus]; purified mouse IAP, CDP-Star luminescence, 30 min; inhibition, % at 10 µM; actives 0.2% (n = 330,000);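 active = inhibition of at least 40% at 10 µM in the primary screen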;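 note: plate controls were DMSO with enzyme for no effect and no enzyme wells for full effect; values of inactives mirror those of a sister screen read the other way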
PfG6PD inh – PfG6PD enzyme inhibitors, primary screen, biochemical, fluorescence intensity, uHTS; glucose-6-phosphate dehydrogenase-6-phosphogluconolactonase (Plasmodium falciparum 3D7); PfGluPho enzyme, NADPH resazurin-diaphorase fluorescence; inhibition, % at 20 µM; actives 0.78% (n = 350,000); AID 504690, 2011;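 active = inhibition reaching at least a set limit at 20 µM in the primary screen, cut at about 59% in these data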;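 note: 0% = DMSO wells with substrate and 100% = DMSO wells lacking glucose-6-phosphate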
hIAP activ – human IAP activators, primary screen, biochemical, luminescence, uHTS. Intestinal-type alkaline phosphatase (Homo sapiens), P09923. purified human IAP, CDP-Star luminescence, 30 min; hits give high values; 1 = vehicle-only enzyme, 0 = enzyme-free background. activation factor at 10 µM. actives 0.16% (n = 330,000);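 active = activation factor of the enzyme at least 2-fold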; note: the source names both 10 and 20 µM as test concentration; values of inactives mirror those of a sister screen read the other way
Target sequence (P09923 whole entry, looked up): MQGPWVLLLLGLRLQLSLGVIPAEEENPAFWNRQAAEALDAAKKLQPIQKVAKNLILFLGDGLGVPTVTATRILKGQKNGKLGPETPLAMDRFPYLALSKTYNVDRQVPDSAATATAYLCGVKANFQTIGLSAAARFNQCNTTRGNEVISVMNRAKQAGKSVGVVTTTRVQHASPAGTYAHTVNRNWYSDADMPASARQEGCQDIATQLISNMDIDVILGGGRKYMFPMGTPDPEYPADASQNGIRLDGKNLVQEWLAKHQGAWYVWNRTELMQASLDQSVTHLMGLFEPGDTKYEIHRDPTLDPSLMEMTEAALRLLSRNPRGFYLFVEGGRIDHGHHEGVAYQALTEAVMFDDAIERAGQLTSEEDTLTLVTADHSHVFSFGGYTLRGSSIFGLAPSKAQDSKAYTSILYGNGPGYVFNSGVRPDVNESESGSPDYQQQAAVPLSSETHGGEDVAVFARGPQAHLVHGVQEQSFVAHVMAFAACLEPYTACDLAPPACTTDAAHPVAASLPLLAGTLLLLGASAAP
hIAP block – human IAP inhibitors, primary screen, biochemical, luminescence, uHTS | purified IAP, CDP-Star luminescence, 30 min | inhibition, % at 10 µM | AID 2544, 2010 | Intestinal-type alkaline phosphatase (Homo sapiens), P09923 | actives 0.12% (n = 330,000);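 active = inhibition reaching a set limit with compound at 10 µM in the primary screen, cut at about 35% in these data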;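 note: plate controls were DMSO wells with enzyme for no effect and no-enzyme buffer wells for full effect; values of inactives mirror those of a sister screen read the other way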
* marks the source's active call; other numbers are inactive results; · = no result given.

#	SMILES	HKDC1 inhibitor	ATG4B inhibitor	A3A deaminase	mIAP activ	mIAP block	PfG6PD inh	hIAP activ	hIAP block
1	COc1ccc(SCc2noc(C(=O)NCC3CCCO3)c2C(=O)O)cc1 (stereo not given)	-1	-3	-4	0.94	6	-1	0.78	22
2	COc1cccc(CCc2nnc(CCC(=O)NCCc3cccc(C)n3)o2)c1	-12	-5	-1	1	-3	-14	1.1	-13
3	COc1ccccc1CCc1nnc(CCC(=O)N(C)Cc2cccc3cnccc23)o1	-7	-4	-3	0.93	7	-8	1.1	-8
4	CCN(CC)c1nc(C(F)(F)F)nc2c1nnn2Cc1ccccc1	2	-3	-2	0.91	10	17	0.91	9
5	Cc1nn(-c2ccccc2)nc1C(=O)NN	-7	4	0	0.98	2	10	0.81	19
6	O=C(/C=C/c1ccccc1)OCC(=O)c1ccc[nH]1	-3	4	-1	1	0	7	1	-4
7	C/C(=N\N=C1\NC(=O)C(CC(=O)NCc2ccccc2)S1)C(C)C (stereo not given)	-9	-1	-4	0.95	5	-2	1.2	-16
8	O=C1CN(C(=O)c2cc3ccccc3o2)c2ccccc2N1	-8	-3	-1	1	0	1	0.99	1
9	C=C(C)C1CC=C(C)/C(=N/NC(=O)COc2ccccc2Cl)C1 (stereo not given)	1	7	1	1.1	-5	-18	1.2	-15
10	CCOC(=O)/C=C1\SCC(=O)N1CC(=O)NC(c1ccccc1)c1ccccc1	-9	-7	1	1.2	-17	-6	1.1	-14
11	CCCN(CCC)C(=O)c1ccc2c(c1)S(=O)(=O)c1ccccc1C2=O	-3	-2	5	0.99	1	2	0.93	7
12	CC(=O)c1cccc(OCC(=O)N2CCCc3ccccc32)c1	0	1	-1	0.99	1	-15	0.91	9
13	Cc1ccc(C(=O)Nc2cccc(C(=O)NC3CCCCC3)c2)cc1	-4	-6	-1	1.1	-8	19	1.1	-8
14	COCc1nn2c(N)c(-c3ccccc3)cnc2c1-c1ccccc1	-7	7	-5	1	-2	-1	0.96	4
15	COc1ccc(CCNC(=O)c2cc([N+](=O)[O-])ccc2N2CCOCC2)cc1	-1	0	1	0.98	2	-3	0.94	6
16	CCNC(=O)NC(=O)C(C)Sc1ccc2c(c1)OCCO2 (stereo not given)	-7	3	-3	0.99	1	-2	0.94	6
17	O=c1c2cnn(-c3ccccc3)c2ncn1Cc1ccccn1	-2	4	-1	0.97	3	-9	0.97	3
18	O=C(OCc1cccc(C(F)(F)F)c1)c1cc(S(=O)(=O)N2CCOCC2)ccc1F	-4	-2	-3	0.87	13	13	0.97	3
19	O=C1c2ccccc2C(=O)N1C(CO)C(O)c1ccc([N+](=O)[O-])cc1 (stereo not given)	3	4	5	1	-2	-4	0.91	9
20	O=C(Cn1nc2sc3ccccc3n2c(=O)c1=O)c1ccc(Cl)cc1	7	-4	-5	0.95	5	-15	1.2	-22

Of the compounds above, 2 have an aryl thioether with sulfur outside any ring:
#	SMILES	HKDC1 inhibitor	ATG4B inhibitor	A3A deaminase	mIAP activ	mIAP block	PfG6PD inh	hIAP activ	hIAP block
1	COc1ccc(SCc2noc(C(=O)NCC3CCCO3)c2C(=O)O)cc1 (stereo not given)	-1	-3	-4	0.94	6	-1	0.78	22
16	CCNC(=O)NC(=O)C(C)Sc1ccc2c(c1)OCCO2 (stereo not given)	-7	3	-3	0.99	1	-2	0.94	6

By substructure: the entries above with an aryl methoxy group.
#	SMILES	HKDC1 inhibitor	ATG4B inhibitor	A3A deaminase	mIAP activ	mIAP block	PfG6PD inh	hIAP activ	hIAP block
1	COc1ccc(SCc2noc(C(=O)NCC3CCCO3)c2C(=O)O)cc1 (stereo not given)	-1	-3	-4	0.94	6	-1	0.78	22
2	COc1cccc(CCc2nnc(CCC(=O)NCCc3cccc(C)n3)o2)c1	-12	-5	-1	1	-3	-14	1.1	-13
3	COc1ccccc1CCc1nnc(CCC(=O)N(C)Cc2cccc3cnccc23)o1	-7	-4	-3	0.93	7	-8	1.1	-8
15	COc1ccc(CCNC(=O)c2cc([N+](=O)[O-])ccc2N2CCOCC2)cc1	-1	0	1	0.98	2	-3	0.94	6

Further structures follow.
#	SMILES	HKDC1 inhibitor	ATG4B inhibitor	A3A deaminase	mIAP activ	mIAP block	PfG6PD inh	hIAP activ	hIAP block
21	C=CCNC(=O)c1cccc(OC2CCN(CC(C)(C)C)CC2)c1	-7	-4	2	1	-1	5	1.2	-16
22	CCOC(=O)C1=C(COC(=O)c2cc(S(=O)(=O)N(C)C)ccc2C)NC(=O)NC1C (stereo not given)	-5	-6	-2	0.98	2	0	0.94	6
23	COc1cc(OC)cc(C(=O)NCC(=O)OCC(=O)Nc2ncc(Cl)cc2Cl)c1	-4	-3	-4	1.1	-7	10	1.3	-28
24	CC1(C)CC2CC(C)(CN2c2ncnc3ccc(Br)cc23)C1 (stereo not given)	-7	-7	-2	1	-1	-20	1.1	-5
25	C/C(=N/O)c1no[n+]([O-])c1/C(C)=N\O	-2	2	-2	0.97	3	9	1	-3
26	O=C(Cn1ccc2cc(S(=O)(=O)N3CCCC3)ccc21)NCc1ccccc1	-6	2	-3	1	0	6	0.9	10
27	CCOC(=O)c1cc2sccc2n1CC(=O)N1CCc2ccccc21	-9	-9	-3	0.92	8	2	1.2	-21
28	O=C(NC(=Nc1ccccc1)N1CCOCC1)Nc1ccccc1	3	0	-3	0.89	11	-5	0.86	14
29	O=S(=O)(c1ccccc1)c1nc(-c2ccc(Cl)cc2)oc1NCCCN1CCOCC1	0	-6	-4	0.95	5	9	0.87	13
30	CC(=O)C1=C(C)N(Cc2ccccc2)C(=O)N[C@H]1c1cccs1	1	3	-6	1.1	-8	-14	0.91	9
31	O=C(CN1CCN(C(=O)C2CCCO2)CC1)Nc1c(Cl)cccc1Cl (stereo not given)	1	-4	-3	0.97	3	1	0.93	7
32	CC(=O)Nc1cccc(/C(C)=N/NC(=O)c2ccc(NS(=O)(=O)c3cccs3)cc2)c1	-15	6	1	1	-4	-21	1.2	-20
33	CC1(C)Cc2c(sc(NC(=O)C(=O)NCCCN3CCOCC3)c2C(N)=O)CO1	7	2	-4	0.94	6	-7	1	-2
34	Cc1cc(C)n(S(=O)(=O)c2ccc(Cl)cc2)n1	1	-3	-6	1	-5	10	1.2	-22
35	Cc1ccccc1NS(=O)(=O)c1ccc(OCC(=O)NCc2cccnc2)cc1	-4	4	8	0.99	1	-12	0.8	20
36	O=C(N/N=C/c1ccccn1)c1cc([N+](=O)[O-])cc([N+](=O)[O-])c1	-10	2	-2	0.89	11	0	1.5	-49
37	Cc1noc(C)c1C(=O)NC(C)C12CC3CC(CC(C3)C1)C2 (stereo not given)	-3	6	-5	1	-2	-7	1	-4
38	COc1cc(-c2cc3nc(C)c(C)c(=O)n3[nH]2)cc(OC)c1OC	-7	10	10	1.1	-8	5	0.75	25
39	Cc1nc(N2CCN(C(=O)c3ccco3)CC2)nc2c1C(=O)CC(C)C2 (stereo not given)	-1	-8	-1	0.94	6	2	0.92	8
40	CCN1CCN(C(=O)C2CCN(C(=O)c3cc4sccc4n3CC)CC2)CC1	-5	-5	0	1	-2	0	0.97	3

3 entries out of the list above, sorted by the value under PfG6PD inh, largest number first:
cpd | molecule | PfG6PD inh
29 | O=S(=O)(c1ccccc1)c1nc(-c2ccc(Cl)cc2)oc1NCCCN1CCOCC1 | 9
31 | O=C(CN1CCN(C(=O)C2CCCO2)CC1)Nc1c(Cl)cccc1Cl (stereo not given) | 1
40 | CCN1CCN(C(=O)C2CCN(C(=O)c3cc4sccc4n3CC)CC2)CC1 | 0

The list goes on.
#	SMILES	HKDC1 inhibitor	ATG4B inhibitor	A3A deaminase	mIAP activ	mIAP block	PfG6PD inh	hIAP activ	hIAP block
41	Nc1sccc1C(=O)c1ccccc1	2	-5	-2	0.85	15	19	1.2	-22
42	COCCNC(=O)CN(C(=O)CCC(=O)Nc1cc(C)on1)c1cccc(C)c1C	-7	5	0	0.94	6	-9	1.1	-12
43	Cc1ccc2nc(-c3cccnc3SCC(=O)N3c4ccccc4CC3C)[nH]c2c1 (stereo not given)	1	16	-3	1.1	-11	-5	0.95	5
44	Oc1ccc(-c2n[nH]c(=S)n2-c2ccc3c(c2)OCCO3)cc1	-8	-6	-2	0.95	5	46	0.74	26
45	C/C(CC(=O)Nc1ccc(Cl)cc1)=N\NC(=O)C(=O)N1CCCCC1	0	-6	-6	0.95	4	-4	1.2	-23
46	Cc1ccc2c(SCC(=O)NCc3ccco3)nc(-c3ccc(F)cc3)nc2c1	-4	-2	-2	0.92	8	-16	1	0
47	CC(C)NC(=O)Cn1cc(C#N)c2cc(Br)ccc21	-4	-9	-1	1	0	-3	0.98	2
48	COc1ccc(N(CC(=O)Nc2ccccc2OC)S(=O)(=O)c2ccccc2)cc1Cl	8	2	-1	0.89	11	0	1	-4
49	O=S(=O)(Nc1ccc(F)cc1)c1cccc2nsnc12	-2	2	-3	0.97	3	-9	1.2	-21
50	CCCCc1nnc(NC(=O)C(=O)OCC)s1	-4	-4	2	0.99	1	7	1.1	-13
51	O=C(COc1ccccc1)Nc1ccc(S(=O)(=O)Nc2ccccn2)cc1	-2	-22	0	1	-1	-5	0.91	9
52	Cc1csc(NC(=O)C(F)(F)F)n1	7	0	-2	0.87	13	1	0.87	13
53	O=C1c2ccccc2[C@@H]2C[C@@H](O)[C@H](Nc3ccccc3Cl)CCN12	-1	4	2	1.1	-9	13	·	·
54	O=C1C2C3CCCC3=C3CCCC3C2C(=O)N1c1cccc(Cl)c1 (stereo not given)	0	-6	1	0.95	5	-5	1	-2
55	CCOc1cc(C(=O)N/N=C/C2CC=CCC2)cc(OCC)c1OCC (stereo not given)	3	10	0	1	-4	-10	1	-2
56	COc1ccc(C(OCC(O)CN(C)C2CCCCC2)c2ccc(OC)cc2)cc1 (stereo not given)	3	-3	1	1	-3	0	1.3	-27
57	CC(=O)N1CCCN(C(=O)c2ccc3nc(Cc4ccccc4F)oc3c2)CC1	-7	5	-2	0.9	10	-2	0.97	3
58	CC1(CCc2ccc3c(c2)OCO3)NC(=O)c2ccccc2N1 (stereo not given)	-3	-11	-3	0.9	10	6	1	-2
59	CCC(C)(C)n1nnnc1CN1CCC(O)(c2cccc(C(F)(F)F)c2)CC1	-2	-12	0	1.1	-6	2	1.1	-15
60	CCn1c(S(=O)(=O)O)nc2ccccc21	-2	0	-4	1.1	-5	-1	1.1	-12
61	CCOC(=O)N1CCN(c2c(NCCCOC(C)C)c(=O)c2=O)CC1	2	-6	-5	0.99	1	-16	0.94	6
62	COCCn1cnc2c1c(=O)n(CC(=O)NN)c(=O)n2Cc1ccccc1	-4	-5	-2	0.95	5	-6	0.97	3

Results in ATG4B inhibitor and A3A deaminase, for some of the entries so far:
entry	canonical_smiles	ATG4B inhibitor	A3A deaminase
41	Nc1sccc1C(=O)c1ccccc1	-5	-2
42	COCCNC(=O)CN(C(=O)CCC(=O)Nc1cc(C)on1)c1cccc(C)c1C	5	0
